CHX counter: affects cycloheximide protein synthesis inhibition readout, counter-screen. AID 2314. 300,000 tested, 12% active. max response, %. cell reporter, cycloheximide protein synthesis inhibition counterscreen; in the data active means max response mostly above about 13%, no sharp cut-off; inactive means mostly below about 14%; further: read at 38.3 µM for the half of the compounds with a filed dose; 0% is about no effect
Shiga toxin inh: blocks Shiga toxin action in Vero cells; Vero cells, Shiga toxin protein synthesis inhibition reporter; inhibition, % at 38.7 µM; 290,000 tested, 9.2% active; in the data active means inhibition mostly above about 28%, no sharp cut-off; inactive means mostly below about 43%; further: 0% is about no effect
HCMV antiviral: inhibitors of human cytomegalovirus. HFF cells, HCMV-luciferase reporter, 72 h; hits give low values. activity change, negative = inhibition, % at 57.5 µM. 410,000 tested, 4.5% active. AID 1259415; in the data active means activity change below about -60%; inconclusive means no clear call, values can overlap the other calls; inactive means above about -39%; further: on the % scale 0 is the no-effect control and ±100 the full control effect
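Human foreskin fibroblasts infected with luciferase-reporter HCMV at MOI 1 PFU/cell, compounds at two doses. Luciferase measured 72 h post infection; normalized to buffer-only basal and Salinomycin (10uM) controls.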
AMA1-RON2 inh: disrupts binding of P. falciparum AMA1 to RON2. Potency, µM (top dose mostly 58.2 µM), without a hit: at the top dose activity change, negative = inhibition, usual class: inhibitors. AlphaScreen AMA1-biotinylated RON2 peptide binding. 360,000 tested, 0.2% active;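 further: potency means the concentration at half of the fitted maximal effect; 0% = vehicle wells and -100% = peptide control; nearly all actives have a fitted effect of over 45% in size; some results filed as inactive show a strong effect at the top dose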
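AMA1 (3D7) with his tag at 25 nM final met compounds first, then biotinylated RON2 peptide at 25 nM; detection used donor plus acceptor beads, 10 µg/mL apiece, read by AlphaScreen after 30 min at room temperature.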
AmpC no deterg: AmpC beta-lactamase inhibition without detergent. AmpC nitrocefin hydrolysis, absorbance 480 nm, 0.0001% Triton. Potency, µM (highest dose often 57.1 µM), for inactives: top-dose activity change, negative = inhibition, actives largely listed as inhibitors. 330,000 tested, 0.52% active;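 further: potency means the concentration at half of the fitted maximal effect; plate controls were no compound for no effect and no enzyme for full effect; nearly all actives have a fitted effect of over 20% in size; some results filed as inactive show a strong effect at the top dose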
Target sequence (P00811 whole entry, looked up): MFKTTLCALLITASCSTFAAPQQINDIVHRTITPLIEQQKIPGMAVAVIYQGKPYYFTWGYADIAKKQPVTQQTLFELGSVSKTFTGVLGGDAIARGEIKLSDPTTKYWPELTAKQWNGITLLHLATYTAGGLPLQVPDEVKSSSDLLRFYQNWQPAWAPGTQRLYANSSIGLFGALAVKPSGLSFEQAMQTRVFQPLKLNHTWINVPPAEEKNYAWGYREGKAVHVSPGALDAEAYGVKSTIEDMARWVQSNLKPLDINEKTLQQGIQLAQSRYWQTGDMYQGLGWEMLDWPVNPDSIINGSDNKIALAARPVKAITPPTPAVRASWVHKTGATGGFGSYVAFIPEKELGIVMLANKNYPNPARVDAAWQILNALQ
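20 mM phosphate pH 7.0 + 0.01% (detergent screen) or 0.0001% Triton X-100; 5.3 nM AmpC reagent; cpd preinc 15 min RT; nitrocefin (800 uM stock) to start; A480 q20 s × 4 min; Activity was normalised to no-enzyme and no-compound control wells.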
Giardia FBPA inh: Giardia lamblia aldolase inhibition. A8B2U2. purified Giardia FBPA. Potency, µM (titrated, usually from 59.6 µM), inactives show at the top dose activity, negative = inhibition, usual class: inhibitors. 290,000 tested, 0.71% active. AID 2451; further: potency means the concentration at half of the fitted maximal effect; on the % scale 0 is the no-effect control and ±100 the full control effect; nearly all actives have a fitted effect of over 55% in size
Target sequence (A8B2U2 whole entry, looked up): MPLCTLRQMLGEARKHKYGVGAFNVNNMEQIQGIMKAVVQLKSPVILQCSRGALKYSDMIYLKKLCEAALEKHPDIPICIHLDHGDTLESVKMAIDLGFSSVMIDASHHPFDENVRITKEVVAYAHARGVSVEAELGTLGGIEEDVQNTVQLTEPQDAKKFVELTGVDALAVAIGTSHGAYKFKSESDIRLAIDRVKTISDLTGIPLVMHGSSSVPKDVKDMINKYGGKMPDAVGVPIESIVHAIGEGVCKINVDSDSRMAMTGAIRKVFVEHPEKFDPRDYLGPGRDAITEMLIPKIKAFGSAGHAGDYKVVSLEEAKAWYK
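Giardia FBPA (40 nM reagent) was preincubated 10 min at RT with compound (up to 57.5 uM final), then substrate plus GAPDH/TPI/NAD/arsenate coupling system with diaphorase/resazurin was added; resorufin fluorescence (525/598 nm) was read after 20 min.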
AmpC detergent: inhibitors of E. coli AmpC beta-lactamase with detergent; P00811; AmpC hydrolysis of nitrocefin, absorbance 480 nm, 0.01% Triton; Potency, µM (top dose mostly 114 µM), without a hit: top-dose activity change, negative = inhibition, actives largely listed as inhibitors; 370,000 tested, 0.041% active;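 further: potency means the concentration at half of the fitted maximal effect; 0% = no-compound wells and -100% = no-enzyme wells; nearly all actives have a fitted effect of over 25% in size; some results filed as inactive show a strong effect at the top dose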
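20 mM phosphate pH 7.0 + 0.01% (detergent screen) or 0.0001% Triton X-100; 5.3 nM AmpC reagent; cpd preinc 15 min RT; nitrocefin (800 uM stock) to start; A480 q20 s × 4 min; Activity was normalised to no-enzyme and no-compound control wells.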
Numbers without * were called inactive; ? = inconclusive; / = not tested or not shown; & = joins results of further samples; [ ] = remark or other dose. Unless noted, the call rests on the fitted dose curve; in most records, active means well fitted curve in the direction sought with a large enough effect; inconclusive means small, poorly fitted or top-dose-only effect, or another doubt; inactive means no such curve, though single readings can be large; an effect the other way counts as inactive or inconclusive.

#1 Nc1ccc(C(=O)NCc2ccccc2)cc1
#2 COc1ccc(Oc2nc(-c3cccnc3)nc3ccccc23)cc1
#3 COc1cccc(SCc2noc(C(=O)NC(C)C)c2C(=O)NC(C)C)c1
#4 COc1ccc(CC(=O)Nc2ccc(S(=O)(=O)NCC3CCCO3)cc2)cc1 (stereo not given)
#5 Fc1ccc(Nc2ccnc(C(F)(F)F)c2)cc1
#6 O=C(COc1ncnc2cc([N+](=O)[O-])ccc12)NCCc1ccc(Cl)cc1
#7 Cc1cccc(OCC(=O)NCCNC(=O)c2ccco2)c1
#8 Cc1ccc(C(=O)O)cc1NC(=O)c1cccs1

screen / no.,1,2,3,4,5,6,7,8
CHX counter,-1,1,/,-2,-3,-2,-5,-3
Shiga toxin inh,-1,-2,/,-4,-3,-2,-5,-7
HCMV antiviral,-1,-18,35,-34,-28,1,34,20
AMA1-RON2 inh,15%,-19%,13%,-3%,-6%,16%,-8%,3%
AmpC no deterg,-1%[2.29 µM],7%,14%,-6%,-13%,-29%,-3%,-14%
Giardia FBPA inh,4%,-4%,/,14%,6%,0%,12%,2%
AmpC detergent,-5%,2%,-5%,2%,-12%,2%,-7%,-3%

Next section; it opens with the 2 that closed the last part.
#7 Cc1cccc(OCC(=O)NCCNC(=O)c2ccco2)c1
#8 Cc1ccc(C(=O)O)cc1NC(=O)c1cccs1
#9 O=c1nc2n(c3cc(Cl)c(S(=O)(=O)N4CCOCC4)cc13)CCCCC2
#10 C=CCn1c(SCC(=O)NC2CCCCC2)nc2ccccc2c1=O
#11 S=C(N/N=C/c1ccc(Cl)cc1)N1CCOCC1
#12 CN1/C(=C\C=O)C(C)(C)c2ccccc21
#13 O=C(CN1C(=O)NC2(CCOc3ccccc32)C1=O)c1ccc(Cl)cc1 (stereo not given)
#14 COc1ccc(C(=O)NCCCOc2cccc(NC(C)=O)c2)cc1
#15 Cc1cccc(C)c1NC(=O)CN(C)C(=O)CC1Sc2ccccc2NC1=O (stereo not given)
#16 CC(C)C(=O)Nc1ccc(C(=O)NC2CCSC2=O)cc1 (stereo not given)

screen / no.,7,8,9,10,11,12,13,14,15,16
CHX counter,-5,-3,-5,-3,41*,-2,/,3,/,1
Shiga toxin inh,-5,-7,12,-11,97*,-2,/,13,/,13
HCMV antiviral,34,20,-9,16,-12,-29,-18,41,17,14
AMA1-RON2 inh,-8%,3%,16%,-1%,8%,1%,-3%,10%,22%,22%
AmpC no deterg,-3%,-14%,-14%,-31%,-27%,-31%,-24%,-15%,-6%,-25%
Giardia FBPA inh,12%,2%,7%,1%,?,-4%,/,0%,/,10%
AmpC detergent,-7%,-3%,?,?,-6%,-7%,-14%,7%,?,-6%

#17 CC1CCN(C(=O)CSc2nnc(Cc3cc(=O)[nH]c(=O)[nH]3)n2-c2ccc(Cl)cc2)CC1
#18 O=C(NNC(=O)c1cccc([N+](=O)[O-])c1)c1ccncc1
#19 CCc1ccc(NC(=O)c2ccc(NC3=NC4CS(=O)(=O)CC4S3)cc2)cc1 (stereo not given)
#20 C=C(C)C1CC=C(C)/C(=N/NC(=O)COc2ccc(Cl)cc2)C1 (stereo not given)
#21 Cc1c(C)c(C)c2[nH]c(=S)[nH]c2c1C
#22 CC(C)(C)n1cnc2cc(NS(=O)(=O)c3ccccc3)ccc21
#23 CCn1cc(C(=O)N[C@H](C(=O)NC(C)(C)CO)C(C)C)c(=O)c2cc3c(cc21)OCO3
#24 CC(CCc1ccccc1)NC(=O)COC(=O)c1cccn1C (stereo not given)

screen / no.,17,18,19,20,21,22,23,24
CHX counter,-5,-3,-2,-5,0,18*,-5,/
Shiga toxin inh,11,-6,12,-11,-10,24,-7,/
HCMV antiviral,0,-34,0,16,-3,28,33,0
AMA1-RON2 inh,12%,21%,25%,8%,0%,-2%,-2%,-6%
AmpC no deterg,-9%,-8%,-13%,-21%,-15%,-27%,-24%,-4%
Giardia FBPA inh,-13%,-2%,/,4%,-1%,-1%,8%,/
AmpC detergent,-13%,-4%,-4%,-3%,6%,-6%,-9%,1%

#25 CCn1c(=O)n(CC)c2cc(S(N)(=O)=O)c(C)cc21
#26 CCCOc1ccc(/C=C/c2c([N+](=O)[O-])c(=O)n(C)c(=O)n2C)cc1
#27 CCOC(=O)C1CCN(S(=O)(=O)c2c(C)[nH]c(C)c2C(=O)N2CCCC2)CC1
#28 Cn1cc(CC(=O)N2CCN(c3ccc(Cl)cc3)CC2)c2ccccc21
#29 COC(=O)c1c(NC(=O)CN2CCC3(O)CCCCC3C2c2cc(OC)ccc2OC)sc(C)c1C (stereo not given)
#30 OC(O)C(Cl)(Cl)Cl
#31 O=C(CN1C(=O)c2ccccc2S1(=O)=O)Nc1ccccc1C(=O)NCc1ccco1
#32 COc1ccc(CNC(=O)C2CCCN(S(=O)(=O)c3c(C)noc3/C=C/N(C)C)C2)cc1 (stereo not given)

screen / no.,25,26,27,28,29,30,31,32
CHX counter,-3,-2,12,-2,-3,-1,-3,1
Shiga toxin inh,-2,-6,-7,-10,11,-3,-3,-3
HCMV antiviral,-28,?,-28,6,-29,/,42,-26
AMA1-RON2 inh,2%,0%,-4%,-28%,-29%,/,-3%,-4%
AmpC no deterg,-14%,0%,-3%,50%,-1%,/,-15%,1%
Giardia FBPA inh,7%,7%,8%,-5%,-7%,7%,2%,/
AmpC detergent,?,5%,3%,0%,-10%,/,0%,-3%

#33 O=C(c1cccc(S(=O)(=O)N2CCc3ccccc3C2)c1)N1CCN(c2ccc(O)cc2)CC1
#34 CCn1nc(NS(=O)(=O)c2ccccc2)c2cc3cc(C)ccc3nc21
#35 COCC(=O)N(Cc1cc2ccccc2[nH]c1=O)c1ccc(OC)cc1
#36 COC(=O)c1c(N2C(=O)CC(Sc3ccccc3C(=O)O)C2=O)sc(C)c1C (stereo not given)
#37 COc1cccc(-n2nc(C(=O)N3CCC4(CC3)OCCO4)c3ccccc3c2=O)c1
#38 Cn1c(NNC(=O)c2cccc3ccccc23)cc(=O)n(C)c1=O
#39 NC(=O)C(c1ccccc1)c1ccc(C(=O)c2ccccc2)cc1 (stereo not given)
#40 COc1ccc(COC(=O)C2CCN(S(=O)(=O)c3ccc(F)cc3)CC2)cc1

screen / no.,33,34,35,36,37,38,39,40
CHX counter,-2,1,-3,-7,-2,-2,-3,/
Shiga toxin inh,11,-5,-7,-5,-24,9,-6,/
HCMV antiviral,-65*,38,-40,-23,-4,13,20,-7
AMA1-RON2 inh,-3%[2.32 µM],3%,6%,-1%,-4%,13%,0%,-9%
AmpC no deterg,-32%,-19%,-5%,6%,-6%,-12%,-17%,-13%
Giardia FBPA inh,-18%,/,6%,-17%,0%,-20%,2%,/
AmpC detergent,-7%,1%,-10%,5%,3%,4%,0%,?

Full records from above. Screens in order: CHX counter	Shiga toxin inh	HCMV antiviral	AMA1-RON2 inh	AmpC no deterg	Giardia FBPA inh	AmpC detergent
Shown for NC(=O)C(c1ccccc1)c1ccc(C(=O)c2ccccc2)cc1 (stereo not given) → -3	-6	20	0%	-17%	2%	0%
Shown for O=C(COc1ncnc2cc([N+](=O)[O-])ccc12)NCCc1ccc(Cl)cc1 → -2	-2	1	16%	-29%	0%	2%

The list goes on:
#41 COc1ccc(NC(=O)c2cc(-c3cc(C)c(C)cc3O)n[nH]2)c(OC)c1
#42 OCC1CCCN2CCCCC12 (stereo not given)
#43 CN(Cc1ccc(OC(F)F)cc1)C(=O)c1ccc2c(=O)n3c(nc2c1)CCC3
#44 Cc1cccc(NC(=O)CN2C(=O)N/C(=C/c3cc(C)n(-c4cccnc4)c3C)C2=O)c1
#45 Cc1cc2c(s1)CCCCC(=O)N2
#46 NC(=O)CC(NC(=O)Cc1cccc2ccccc12)c1ccc(NCc2ccccc2)c([N+](=O)[O-])c1 (stereo not given)
#47 CCN1CCN(C(=O)c2ccc3c(=O)n(C4CCCC4)c(=S)[nH]c3c2)CC1
#48 COc1ccc(OC)c(C2C=C(c3ccc(C)c(C)c3)Nc3nnnn32)c1 (stereo not given)

screen / no.,41,42,43,44,45,46,47,48
CHX counter,-4,-1,/,-1,7,-2,-2,-1
Shiga toxin inh,-26,-7,/,11,-15,-5,-10,-11
HCMV antiviral,-25,/,7,-24,-12,-8,-6,24
AMA1-RON2 inh,41%[activator],/,-7%,14%,2%,-13%,6%,1%
AmpC no deterg,-34%,/,35%,28%,-12%,-21%,-8%,-55%
Giardia FBPA inh,7%,1%&0%,/,0%,-4%,2%,-23%,-17%
AmpC detergent,-2%,/,0%,?,1%,0%,1%,?

#49 Cn1c(=O)c2c(nc(CN3CCc4ccccc4C3)n2Cc2ccc(Cl)cc2)n(C)c1=O
#50 O=C(NCc1cccs1)C1CCN(c2ccc(S(=O)(=O)N3CCOCC3)cc2Cl)CC1
#51 CN(c1ccccc1)S(=O)(=O)c1ccc(Cl)c(C(=O)NC2=NCCS2)c1
#52 Cc1ccc(S(=O)(=O)N2CCOCC2)cc1NC(=O)COC(=O)CCC(=O)c1ccc(F)cc1
#53 Nc1cc(N2CCNCC2)ccc1[N+](=O)[O-]
#54 Cc1ccccc1NC(=O)CSc1nc2ccccc2c(=O)n1CC1CCCO1 (stereo not given)
#55 O=C(NC1(C(F)(F)F)NC(=O)N(Cc2cccnc2)C1=O)c1ccccc1Cl (stereo not given)
#56 COc1ccc(N(CC(=O)N2CCCC2)S(=O)(=O)c2ccc(NC(C)=O)cc2)cc1

screen / no.,49,50,51,52,53,54,55,56
CHX counter,3,-1,-3,/,-1,2,1,-2
Shiga toxin inh,2,-10,-3,/,-14,-11,-3,-8
HCMV antiviral,-6,-86*,-101*,-11,-18,-16,-16,-21
AMA1-RON2 inh,1%,-8%,68%[activator],13%,15%,4%,10%,-7%
AmpC no deterg,1%,44%,-23%,84%[activator],-10%,25%,-4%,-4%
Giardia FBPA inh,1%,4%,-4%,/,0%,-1%,2%,-2%
AmpC detergent,-7%,-8%,-1%,?,2%,-9%,?,-5%

#57 CC(C)(CNC(=O)C1CCN(S(=O)(=O)c2cc([N+](=O)[O-])ccc2Cl)CC1)N1CCOCC1
#58 COc1ccc(/C=N/NC2=NS(=O)(=O)c3ccccc32)cc1OC(C)=O
#59 Cc1ccc(C)c(N(C(=O)c2ccco2)C(C(=O)NC2CCCC2)c2ccco2)c1 (stereo not given)
#60 CCOc1ccccc1N1CCN(C(=O)[C@@H]2CCCN2C2=NS(=O)(=O)c3ccccc32)CC1

screen / no.,57,58,59,60
CHX counter,/,9,-3,/
Shiga toxin inh,/,-12,-5,/
HCMV antiviral,-16,3,?,-4
AMA1-RON2 inh,9%,47%[activator],-1%,1%
AmpC no deterg,31%,-11%,3%,-11%
Giardia FBPA inh,/,3.5µM*,4%,/
AmpC detergent,-12%,-1%,-5%,4%

Screening results as filed in PubChem BioAssay.
